Source: PubChem (National Center for Advancing Translational Sciences (NCATS))
SW480 rerep = inducers of DNA re-replication in SW480 colon cancer cells. AID 624297. SW480 DNA re-replication, Hoechst DNA content imaging, 48 h. Potency, µM (top dose mostly 46.1 µM), for the others: top-dose re-replication activation, actives largely listed as activators. 1.8% of 340,000 active; further: potency means the concentration at half of the fitted maximal effect; % of control where 0% means no effect; nearly all actives have a fitted effect of over 55% in size
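Image-based DNA-content assay: after two days of treatment, nuclei were labelled with the DNA dye Hoechst and imaged, and hits were compounds raising the count of nuclei showing high fluorescence intensity.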
KB-V1 cytotox = KB-V1 MDR subline cytotoxicity; KB-V1 MDR cells viability, CellTiter-Glo, 72 h; 3.4% of 400,000 active; Potency, µM (titrated, usually from 46.1 µM), without a hit: at the highest dose activity change, negative = cytotoxicity, most hits filed as cytotoxic; further: potency means the concentration at half of the fitted maximal effect; on the % scale 0 is the no-effect control and ±100 the full control effect; nearly all actives have a fitted effect of over 60% in size
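Potencies derive from concentration-effect curves fitted to normalized luminescence (CellTiter-Glo) of KB-V1 cells treated for 72 h at 37 degrees C in phenol-red-free DMEM containing 10% FBS.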
WRN helicase inh = blocks human WRN helicase; WRN helicase unwinding, fluorescent forked duplex, kinetic; 0.46% of 360,000 active; Q14191; Potency, µM (highest dose often 114 µM), for the others: at the highest dose activity change, negative = inhibition, hits mostly inhibitors; further: potency means the concentration at half of the fitted maximal effect; on the % scale 0 is the no-effect control and ±100 the full control effect; nearly all actives have a fitted effect of over 55% in size
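WRN at 20 nM final was preincubated with compound for 15 min at room temperature; reaction started with 100 nM forked duplex oligonucleotide carrying fluorophore and quencher plus 2 mM ATP (final). Unwinding followed kinetically by red fluorescence (ex 525/em 598 nm).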
KB-3-1 cytotox = KB-3-1 parental cell cytotoxicity; KB-3-1 viability, CellTiter-Glo ATP luminescence, 72 h; Potency, µM (titrated, usually from 46.1 µM), inactives show at the highest dose activity change, negative = cytotoxic, most hits filed as cytotoxic; 1.4% of 400,000 active; AID 1347075; further: potency means the concentration at half of the fitted maximal effect; on the % scale 0 is the no-effect control and ±100 the full control effect; nearly all actives have a fitted effect of over 60% in size
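Luminescent ATP read-out (CellTiter-Glo) measures survival of drug-naive KB-3-1 cells after 72 h compound exposure at 37 °C. Titration series was screened from lowest to highest concentration, with DMSO vehicle plates as background controls.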
ATXN2 expr inh = inhibitors of ATXN2 expression; 0.72% of 360,000 active; HEK-293 ATXN2-luciferase reporter, luminescence, 24 h; Potency, µM (highest dose often 57 µM), for inactives: top-dose activity change, negative = inhibition, most hits filed as inhibitors; further: potency means the concentration at half of the fitted maximal effect; on the % scale 0 is the no-effect control and ±100 the full control effect; nearly all actives have a fitted effect of over 55% in size
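ATXN2-luciferase reporter cells (luciferase flanked by upstream and downstream ATXN2 gene portions) were treated 24 h at 37 °C with compounds at up to 57 uM. SteadyGlo luminescence gave expression; GF-AFC fluorescence gave viability.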
HT1080-NT tox = kills 2HG-producing HT-1080-NT fibrosarcoma cells. HT-1080-NT fibrosarcoma viability, CellTiter-Glo ATP luminescence, 48 h. Potency, µM (series often up to 46.1 µM), without a hit: at the highest dose activity, negative = less viability, usual class: cytotoxic. 1.6% of 360,000 active. AID 686970;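 further: NT is the 2HG producing partner of a matched IDH1 knockdown line; potency means the concentration at half of the fitted maximal effect; 0% = DMSO-treated cells and -100% = media-only wells without cells; nearly all actives have a fitted effect of over 55% in size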
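Viability by CellTiter-Glo luminescence after 48 h compound exposure at 37C of HT-1080-NT cells (750/well, RPMI, 5% FBS). % activity scaled between DMSO wells and medium-only wells, then curve-fitted and categorized by curve class.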
IL-1B inflam inh = inhibitors of inflammasome signaling (IL-1 beta secretion). AID 743279. THP-1 LPS/ATP IL-1B secretion, AlphaLISA, 16 h; active compounds read low. activity change, % at 57.5 µM. 4.7% of 360,000 active; in the data active means activity change below about -50%; inconclusive means mostly about -30% to -49%; further: on the % scale 0 is the no-effect control and ±100 the full control effect
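Secreted IL-1B measured by AlphaLISA bead assay after 16 h compound exposure of THP-1 cells; compounds (final up to 57.5 uM) added 1 h before LPS (250 ng/mL) and ATP (1.25 mM) stimulation; lower signal means less secretion.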
MCF10A rereplic = inducers of DNA re-replication in MCF 10A breast cells | MCF 10A DNA re-replication, Hoechst nuclear intensity, 48 h | Potency, µM (highest dose often 46.1 µM), for inactives: at the top dose activity, positive = re-replication, most hits filed as activators | 2.9% of 350,000 active; further: potency means the concentration at half of the fitted maximal effect; % of control where 0% means no effect; nearly all actives have a fitted effect of over 50% in size
HT1080 IDH1KD tx = toxicity to HT-1080 IDH1 knockdown cells (counter line); HT-1080 IDH1 knockdown viability, ATP luminescence, 48 h; Potency, µM (titrated, usually from 46.1 µM), for the others: top-dose activity, negative = toxicity, most hits filed as cytotoxic; 2% of 360,000 active;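 further: potency means the concentration at half of the fitted maximal effect; 0% = DMSO wells and -100% = cell-free medium wells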
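IDH1KD HT-1080 cells, 750/well, RPMI + 5% FBS; compound pinned after 2 h settling; 48 h, 37 °C; CellTiter-Glo luminescence; % activity normalised to DMSO and no-cell wells; curves fitted, classed by r2 and efficacy.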
* = called active by the depositor; ? = inconclusive; / = not tested or not shown; & = joins results of further samples; ! = not active in a repeat; [ ] = another dose, or the depositor's remark. Unless noted, the call rests on the fitted dose curve; in most records, active means well fitted curve in the direction sought with a large enough effect; inconclusive means small, poorly fitted or top-dose-only effect, or another doubt; inactive means no such curve, though single readings can be large; an effect the other way counts as inactive or inconclusive.

Value order – SW480 rerep	KB-V1 cytotox	WRN helicase inh	KB-3-1 cytotox	ATXN2 expr inh	HT1080-NT tox	IL-1B inflam inh	MCF10A rereplic	HT1080 IDH1KD tx
> Cc1ccc(C(=O)COc2ccc3c(C)cc(=O)oc3c2)cc1
    -7%	2%	1%	1%	61%[activator]	12%	-11	5%	13%
> CC(=O)c1cccc(-c2ccc3c(=O)[nH]c(Nc4ccccc4)cc3c2)c1
    15%	?	-19%[57.1 µM]	0%	5%	-1%	-17	?	-1%
> Cc1cnc(NC(=O)CSc2nnc(C)s2)s1
    -14%	10%	5%	7%	/	-1%	2	-1%	0%
> O=[N+]([O-])c1ccc2nc(-c3ccc(OC(F)F)cc3)cn2c1
    -5%	0%	2%	7%	5%	?	16	?	?
> Cc1ccc(N2CC(C(=O)Nc3cc(Cl)ccc3-n3cncn3)CC2=O)cc1 (stereo not drawn)
    -4%	-5%	0%	5%	-8%	4%	3	?	-3%
> Cc1c([N+](=O)[O-])cc(C(=O)Nc2ccc3ncccc3c2)cc1[N+](=O)[O-]
    ?	-6%	?	-12%	-10%	8%	3	?	13%
> Cc1cc(SCc2cc(=O)n3ccsc3n2)nc2ccccc12
    0%	?	2%	0%	?	1%	6	10%	2%
> CC(=O)OCC(COC(C)=O)OC(C)=O
    ?	15%	0%	0%	-5%&8%	-6%	13	1%&6%	0%
> CCOC(=O)C1CCN(C(=O)c2oc3ccc(S(=O)(=O)N4CC(C)CC(C)C4)cc3c2C)CC1 (stereo not drawn)
    7%	?	-1%	?	-19%	-9%	-15	25%	-5%
> COc1ccc(NC(=O)N2CCN(S(C)(=O)=O)CC2)c(OC)c1
    -3%	4%	11%[57.1 µM]	-2%	-16%	16%	-2	-2%	0%
> c1ccc(COc2ccc(OCCN3CCCCC3)cc2)cc1
    -7%	?	-17%	-9%	1%	1%	-2	?	-6%
> Nc1ccc(-c2nc3ccc(C(=O)O)cc3s2)cc1
    0%	-6%	-20%	-17%	1.4µM*	-24%	4	?	?
> COc1ccc(/C=N/NC(=O)c2nc(Cl)c(Cl)c(N)c2Cl)cc1COc1ccc(F)cc1F
    ?	-1%	-9%	7%	-8%	?	61	15µM*	-12%[9.24 µM]
> CC(=O)N1c2ccc(S(=O)(=O)NCC3CCC(C(=O)NCc4ccc(C)cc4)CC3)cc2CC1C (stereo not drawn)
    ?	-12%	-4%	0%	/	?	1	-5%	1%
> Cc1ccc(S(=O)(=O)CCC(=O)NCc2ccccc2)cc1
    -1%	0%	1%	?	2%	10%	-3	2%	17%
> COc1ccc(NC(=O)CN(Cc2ccccc2)S(C)(=O)=O)cc1
    -1%	1%	3%	1%	1%	-3%[9.24 µM]	-7	-1%	-30%
> Cc1cccc(NC(=O)c2ccc(CN3CCc4ccccc4C3)cc2)c1C
    13%	?	-5%	?	-28%	?	7	23µM*	?
> Cc1ccc(-n2ncc3c2CC(C)(C)CC3NC(=O)CCN2CCCCC2=O)cc1 (stereo not drawn)
    -3%	/	-15%	/	-10%	-8%	1	11%	-5%
> COc1ccc(C2C(C(=O)Nc3ccc(F)cc3)=C(C)Nc3nc(CCCO)nn32)cc1 (stereo not drawn)
    -4%	15%	1%	2%	0%	2%	-11	6%	4%
> COC(=O)c1ccc(NC(=S)NC2CC(C)(C)NC(C)(C)C2)cc1
    4%	30%	-7%	-1%	0%	-2%	-15	4%	-7%
> N#Cc1c(SCC(=O)Nc2ccccc2C(F)(F)F)sc2c(O)cc(=O)[nH]c12
    -7%	11%	-3%[11.6 µM]	7%	2%	14%	12	-4%	6%
> COc1cc(/C=C/C(=O)c2ccc([N+](=O)[O-])o2)ccc1O
    0.058µM*	0%	-7%	0%	?	18µM*	-60*	?	?
> COc1ccc(CN(C2CC2)S(=O)(=O)c2ccccc2Br)cc1
    ?	-27%	-7%	?	-21%	-5%	61	?	-9%
> CCCCOC(=O)c1ccc(NC(C)=O)cc1
    -2%	-6%	0%	1%	0%	2%	15	0%	9%
> CCCCC(NC(=O)Cc1c(C)c2cc3c4c(oc3c(C)c2oc1=O)CCCC4)C(=O)O (stereo not drawn)
    -12%	23%	-7%	12%	3%	12%	0	-1%	14%
> C=CCn1c(COc2ccc(Cl)cc2)nnc1SCC(=O)Nc1ccc(S(N)(=O)=O)cc1
    -2%	11%	7%	?	-9%	-4%	-4	7%&20%	-5%
> COC(=O)c1nc(-c2ccc(C)cc2)oc1N(C)C
    -4%	?	0%	-24%	3%	-3%	-15	5%	9%
> O=C(Nc1ccccc1)c1ccc(COc2ccccc2)cc1
    -6%	19%	8%	13%	18%	9%	0	2%	4%
> CCCCn1c(N)c(N(CCOC)C(=O)COC(=O)CCOc2ccccc2C)c(=O)[nH]c1=O
    -1%	?	9%	3%	5%	-6%	7	-1%	0%
> CC1=CC(C)(C)NC(=S)N1c1ccccc1C
    3%&-12%	3%&-23%	2%&9%	0%&-10%	-13%&-19%	1%&17%	23&12	-37%&-2%[inhibitor]	-1%&0%

Copied from the list:
KB-3-1 cytotox result of O=[N+]([O-])c1ccc2nc(-c3ccc(OC(F)F)cc3)cn2c1 → 7%
KB-V1 cytotox result of Cc1c([N+](=O)[O-])cc(C(=O)Nc2ccc3ncccc3c2)cc1[N+](=O)[O-] → -6%

The list goes on:
Value order – SW480 rerep	KB-V1 cytotox	WRN helicase inh	KB-3-1 cytotox	ATXN2 expr inh	HT1080-NT tox	IL-1B inflam inh	MCF10A rereplic	HT1080 IDH1KD tx
> Cn1c(=O)c2cc(NC(=O)Cc3ccccc3F)ccc2n1-c1ccc(C(C)(C)C)cc1
    /	-29%	-18%	?	-12%	?	0	/	-28%
> Cc1ccc(-c2noc(CSc3nnc(Cc4ccccc4)n3-c3ccc(Cl)cc3)n2)cc1
    ?	18µM*	-12%	?	2%	?	-24	?	?
> CN(/C(=N/S(=O)(=O)c1ccccc1)c1ccccc1)S(=O)(=O)c1ccccc1
    2%	-27%	-1%	13%	8%	15%	-12	-2%	17%
> N#CC1=C(N)OC2=C(C(=O)CC(c3ccccc3)C2)C1c1ccoc1 (stereo not drawn)
    -2%	-3%	-26%	0%	-5%	10%	-7	-1%	11%
> COc1ccc(-n2c(SCc3ccc([N+](=O)[O-])cc3)nnc2-c2ccc(C)cc2)cc1
    -4%	?	-8%	-22%	-30%	-4%	-50*	-5%	-16%
> C/C=C/C(=O)N[C@@H]1c2ccccc2CC[C@@H]1OCc1ccccc1
    -2%[9.22 µM]	-12%	-5%	-10%	-5%	-1%	-29	14%	-2%
> C=CCn1c(-c2cc(OC)cc(OC)c2)n[nH]c1=S
    1%	14%	-3%	-3%	-3%	9%	1	-3%	2%
> Cc1ccccc1NC(=O)c1cccc(NC(=O)c2c(C(=O)O)cccc2[N+](=O)[O-])c1
    -140%[inhibitor]	-2%	14%	8%	30%	?	-10	-6%	21%
> CSCCC(NC(=O)c1ccccc1Br)C(=O)NNC(=O)c1ccco1 (stereo not drawn)
    1%	-13%	-1%	-10%	/	3%	15	-1%	1%
> Cc1ccc(C(=O)NCCCN2CCOCC2)cc1
    -2%	4%	3%	-5%	24%	-6%	-3	0%	-1%
> CCCCCCN1CC(=O)N2Cc3[nH]c4ccccc4c3C[C@H]2C1=O
    6%	1%	2%	0%	0%	-3%	-58*	16%	0%
> NC1=NC[C@H](Cc2ccc(O)cc2)N1CCc1cc(C(F)(F)F)cc(C(F)(F)F)c1
    -2%	17%	6%	-18%	9%	-1%	10	10%	2%
> Cc1ccc2c(c1)C=CC(C#N)N2C(=O)Oc1ccccc1 (stereo not drawn)
    /	0%	-11%	4%	/	2%	?	/	0%
> COc1ccc(CNC(=O)C2CCN(c3nc(-c4ccccc4)nc4c3CCC4)CC2)cc1
    3%	/	-22%	/	-25%	-6%	-1	?	-1%
> COc1ccc(-c2csc(N3C(=O)C4C5c6ccccc6C(c6ccccc65)C4C3=O)n2)cc1 (stereo not drawn)
    -5%	6.5µM*	3%	0%	4%	17%	16	-1%	?
> Cc1cccc(-n2ncc3c(NCc4cccnc4)ncnc32)c1
    -1%	-21%	-1%	-30%	46%[activator]	-11%	-11	1%	-12%
> Cc1ccc(NC(=O)COC(=O)C2CC(=O)N(Cc3ccccc3)C2)cc1F (stereo not drawn)
    0%	0%	0%	5%	-12%	-4%	5	?	-8%
> COc1ccc(S(=O)(=O)N2CCN(CC(O)COc3ccc(C#N)cc3)CC2)cc1OC (stereo not drawn)
    9%	?	0%	-6%	-23%	-14%	-3	14%	-1%
> CC(C)n1cnnc1SCC(=O)NC(=O)c1ccccc1
    -296%[inhibitor]	24%	-1%	4%	-11%	17%	13	1%	10%
> CC(=O)Nc1ccc(S(=O)(=O)NCc2ccc3[nH]c(C)cc3c2)cc1
    -1%	-7%	-6%	-12%	6%	1%	0	18%	-8%
> Cc1ccc(C(=O)c2sc(Nc3ccccc3)c(C#N)c2N)cc1
    ?	-21%	-21%	2%	/	-3%	0	23%	2%
> Cc1ccc(C(C)C)c(OCC(=O)NNC(=O)Nc2ccccc2)c1
    -78%[inhibitor]	-22%	-1%	-18%	-22%	?	-76*	7%	-15%
> COc1ccc(CNCCC(c2ccccc2)c2ccc3c(c2)OCO3)cc1 (stereo not drawn)
    ?	?	0%	?	25µM*!	?	-87*	18µM*	?
> CCCC(=O)C1=C(O)C(C(=O)OC)C(C)(C)CC1=Nc1ccc(OC)cc1 (stereo not drawn)
    -2%	?	-9%	0%	-12%	5%	-15	-1%	2%
> COc1ccc(C(=O)COC(=O)Cn2c(C)csc2=O)c(OC)c1
    -2%	1%	6%[11.6 µM]	-3%	24%	7%	-1	0%	7%
